Chronic BCR inh – chronic active BCR signaling inhibition; 0.05% of 340,000 active; Potency, µM (highest dose often 46.1 µM), without a hit: at the highest dose ratio change, negative = lower green/red ratio, usual class: inhibitors; AID 493014; ABC-DLBCL IkBa-CBG/CBR reporter, luminescence ratio, 4 h; active = well fitted inhibition curve with a large enough effect in the signal ratio, with a control signal flat, not every such curve was filed as active; inconclusive = small, poorly fitted or top-dose-only effect, or effect the other way, or a change in a side signal; the % refers to the signal ratio;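 note: potency is the fitted concentration of half-maximal effect; plate controls were basal doxycycline-induced cells for no effect and cells given 10 µM MG132 for full effect; MG132 reads +100%, hits lower the ratio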
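TMD8 human ABC-DLBCL cells with doxycycline-inducible IκBα–green luciferase fusion and unfused red luciferase, in 0.5% FBS medium; compounds up to 46 uM, 4 h at 37C. Green/red luminescence ratio, filter-overlap corrected, fitted to concentration-response curves.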
hERG WT inh – KCNH2 (human, wildtype) channel inhibition; Q12809; U2OS, BacMam KCNH2, thallium flux FluxOr; active compounds read low; activity change, % at 1.84 µM; 0.37% of 340,000 active; AID 720551;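 active = maximum activity change below -70%; inconclusive = maximum activity change between -70% and -50%; inactive = maximum activity change above -50%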; note: % is set by controls: 0 for no effect and ±100 for the full control effect
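U2OS cells were transduced with wild-type KCNH2 virus (2.03 x 10^8 / mL) for 4 h at room temperature, then cultured overnight at 37 C. Thallium flux was read with FluxOr dye. Rate constants were normalized to DMSO controls.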
FBPA coupling cs – inhibits coupling enzyme system, counter-screen for aldolase hits. AID 2472. 0.67% of 290,000 active. coupling enzyme system counterscreen, AmpLite Red fluorescence. activity change, negative = inhibition, % at 58.2 µM, hits read low; in the data active = activity change below about -30%; note: % is set by controls: 0 for no effect and ±100 for the full control effect
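Activity here indicates interference with the coupling reaction, not aldolase inhibition. Compounds at 57.5 uM final met coupling enzymes for 10 min at RT; substrate and AmpLite Red detection followed, with a 525/598 nm fluorescence read after 20 min.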
A-T KAP1 phos – potential ataxia-telangiectasia treatments restoring KAP-1 phosphorylation. […] A-T fibroblasts, KAP-1 phosphorylation AlphaLISA; neocarzinostatin DNA damage 30 min before lysis. Potency, µM (doses to about 57.5 µM), inactives show top-dose activation, actives largely listed as activators. 0.19% of 320,000 active; note: potency is the fitted concentration of half-maximal effect; % of control where 0% means no effect; nearly all actives have a fitted effect of over 45% in size
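hTERT-immortalized A-T patient fibroblasts ([…]), 500 cells/well in OPTI-MEM, 1% FBS, got compounds for 60 min, then NCS for 30 min at 37C. Lysates were then assayed for phospho-KAP-1 by AlphaLISA (anti-pKAP1 donor, anti-KAP1 acceptor beads), 6 hr at 25C.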
GALK inh – galactokinase (human) inhibition; AID 1868; Potency, µM (series often up to 57.5 µM), for the others: top-dose activity change, negative = inhibition, hits mostly inhibitors; 0.007% of 270,000 active; P51570; Purified GALK, Kinase-Glo residual ATP luminescence; note: potency is the fitted concentration of half-maximal effect; % is set by controls: 0 for no effect and ±100 for the full control effect
Target sequence (P51570 whole entry, looked up): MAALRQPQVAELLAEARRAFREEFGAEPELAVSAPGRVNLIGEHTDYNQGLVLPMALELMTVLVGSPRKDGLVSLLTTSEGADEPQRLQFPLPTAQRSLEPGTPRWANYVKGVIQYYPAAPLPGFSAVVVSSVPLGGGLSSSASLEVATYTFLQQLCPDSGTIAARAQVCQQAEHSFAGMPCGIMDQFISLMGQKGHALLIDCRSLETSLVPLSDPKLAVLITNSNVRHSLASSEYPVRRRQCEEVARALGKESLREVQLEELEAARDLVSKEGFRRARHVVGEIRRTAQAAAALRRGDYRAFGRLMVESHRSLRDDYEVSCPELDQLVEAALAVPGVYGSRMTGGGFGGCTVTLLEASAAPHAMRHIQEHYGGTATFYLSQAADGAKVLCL
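ATP-depletion format; final 35 uM ATP, 100 uM D-galactose, 5 nM enzyme; pH 8.0 HEPES/Mg2+ buffer; 60 min RT; luminescence read 10 min after detection reagent.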
MLL CXXC-DNA inh – MLL CXXC-DNA interaction inhibition | MLL-CXXC / FITC-HOXA9 DNA fluorescence polarization | Q03164 | 0.037% of 290,000 active | Potency, µM (top dose mostly 115 µM), for the others: at the highest dose activity change, negative = inhibition, usual class: inhibitors | AID 2662; active = well fitted inhibition curve with a large enough effect in the polarisation, with a control signal flat, not every such curve was filed as active; inconclusive = small, poorly fitted or top-dose-only effect, or effect the other way, or a change in a side signal; inactive = no such curve, though single readings can be large or run the other way; the % refers to the polarisation; note: potency is the fitted concentration of half-maximal effect
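Purified MLL-CXXC (added from a 7 uM solution) was preincubated 5 min at ambient with pinned compounds in 50 mM Tris-HCl pH 7.5, 50 mM NaCl, 1 mM DTT, 0.05% BSA. Fluorescein-labeled HOX-A9 DNA (50 nM solution) followed, 30 min, then polarization read.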
TSHR antag – antagonists of human thyroid stimulating hormone receptor | P16473 | TSHR-expressing cells, TSH-stimulated cAMP HTRF, 2 h; active compounds read low | activity change, negative = inhibition, % at 11.5 µM | 0.2% of 330,000 active | AID 504810;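 active = activity change below a set negative limit, meaning inhibition stronger than a set level, cut at about -70% in these data; inconclusive = activity change between two set negative limits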; note: % is set by controls: 0 for no effect and ±100 for the full control effect
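TSHR-expressing cells, 200/well, pre-treated with compound, then stimulated with EC80 TSH (4nM final) for 2 hours at 37 deg C. cAMP measured by competitive HTRF: anti-cAMP cryptate antibody in lysis buffer plus cAMP-d2, read after 30 minutes at room temperature.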
Tb PFK inh – blocks T. brucei phosphofructokinase; 0.17% of 330,000 active; Potency, µM (doses to about 57.5 µM), for inactives: at the top dose activity, negative = inhibition, usual class: inhibitors; T. brucei PFK, ADP-Glo luminescence; O15648;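 note: potency is the fitted concentration of half-maximal effect; 0% = uninhibited 1x PFK enzyme wells and -100% = no-enzyme wells; nearly all actives have a fitted effect of over 60% in size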
Target sequence (O15648 whole entry, looked up): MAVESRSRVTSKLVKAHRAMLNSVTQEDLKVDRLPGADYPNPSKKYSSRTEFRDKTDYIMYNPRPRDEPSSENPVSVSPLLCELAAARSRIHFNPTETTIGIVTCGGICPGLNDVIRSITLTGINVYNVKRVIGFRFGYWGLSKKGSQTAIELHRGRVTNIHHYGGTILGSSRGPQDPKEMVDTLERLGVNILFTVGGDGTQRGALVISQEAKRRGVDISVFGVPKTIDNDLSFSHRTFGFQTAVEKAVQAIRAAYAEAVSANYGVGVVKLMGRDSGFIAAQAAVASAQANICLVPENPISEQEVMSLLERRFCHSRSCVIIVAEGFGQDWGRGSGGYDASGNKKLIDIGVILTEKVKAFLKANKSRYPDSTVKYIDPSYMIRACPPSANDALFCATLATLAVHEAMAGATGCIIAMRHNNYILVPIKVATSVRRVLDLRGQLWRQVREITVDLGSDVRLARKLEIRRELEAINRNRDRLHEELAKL
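Activity is normalized to no-enzyme wells (full inhibition) and 1.25 nM enzyme wells (no inhibition). Reaction: 0.5 mM F6P, 0.1 mM ATP, 45 min RT, ADP-Glo luminescence; concentration-response curves fitted and classed by quality.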
TCR activator – activates T cell receptor signaling; Potency, µM (titrated, usually from 9.22 µM), without a hit: at the top dose activation of IL-2 secretion, actives largely listed as activators; 330,000 tested, under 10 active; primary human leukocytes, anti-CD3, IL-2 HTRF, 48 h; note: % of control where 0% means no effect
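48 hr co-incubation of compounds, a-CD3 beads and primary human leukocytes; IL-2 quantified homogeneously by HTRF with anti-IL-2 K and d2 conjugates.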
Giardia kill – kills Giardia lamblia. activity change, % at 7.66 µM, hits read low. AID 540267. 0.15% of 340,000 active. Giardia lamblia trophozoite viability; in the data active = activity change below about -80%; inconclusive = between about -30% and that limit;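 note: parasites exposed to compound for two days anaerobically before the ATP read; % is set by controls: 0 for no effect and ±100 for the full control effect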
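Each well holds 100 Giardia trophozoites and compound. After two days (48 hrs) at 37 deg C in anaerobic conditions, ATP is quantified by luminescence.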
Numbers without * were called inactive; ? = inconclusive; . = no result given; [ ] = another dose, or the depositor's remark. Unless noted, calls come from the whole dose curve; as a rule, active = well fitted curve in the direction sought with a large enough effect; inconclusive = small, poorly fitted or top-dose-only effect, or another doubt; inactive = no such curve, though single readings can be large; an effect the other way counts as inactive or inconclusive. Rows were taken by chance; about 1.6% have a hit in one of these screens.

SMILES	Chronic BCR inh	hERG WT inh	FBPA coupling cs	A-T KAP1 phos	GALK inh	MLL CXXC-DNA inh	TSHR antag	Tb PFK inh	TCR activator	Giardia kill
CCC(=O)Nc1nc2ccccc2n1Cc1ccc(C)cc1	3.5%	1.5	0.6	.	-22.2%	-4.2%	-9.5	-5.6%	1.2%	-11.1
O=C(NC(Cc1ccc2c(c1)OCO2)C(=O)N1CCCC1C(=O)O)c1ccccc1 (stereo not drawn)	-0.5%	-8.9	-2.2	8.5%	3.8%	-8.1%	-4.0	0.3%	-1.9%	21.4
Cc1ccccc1NS(=O)(=O)c1cc2c(cc1C)N(C)CCO2	-8.8%	-8.7	-2.8	-9.1%	.	.	11.4	3.1%	-7.1%	-19.8
COc1ccc(Cl)cc1NC(=O)CN(C)C(=O)C1CC(=O)N(Cc2ccc(C)cc2)C1 (stereo not drawn)	?	3.9	.	3.8%	.	.	.	-5.3%	5.8%	-0.8
CCc1noc(C)c1C(=O)OC(C)C(=O)Nc1ccc2c(c1)OCO2 (stereo not drawn)	3.4%	-13.0	.	3.0%	.	.	6.8	0.0%	0.7%	21.6
O=c1[nH]c(/C=C/c2ccccc2)c([N+](=O)[O-])c(=O)[nH]1	?	7.6	7.7	13.9%	-14.4%	-29.3%	0.3	1.3%	.	0.6
CCCCCCc1nnc(N)s1	6.1%	-5.3	2.9	1.6%	0.9%	-4.8%	-4.2	-0.6%	-1.4%	26.5
CCOc1ccc(C(NC(C)=O)c2ccc(OC)c(OC)c2)cc1 (stereo not drawn)	-7.0%	-5.3	5.1	3.4%	0.7%	-2.7%	17.3	1.2%	0.1%	-21.0
COCc1cc(C)nc(OCC(=O)N/N=C/c2ccc(-c3cc([N+](=O)[O-])ccc3C)o2)c1C#N	?	11.3	6.0	-4.3%	0.4%	12.5%	11.8	0.5%	-1.0%	7.4
COCCCNC(=O)c1ccc(CS(=O)(=O)Cc2cccc(C)c2)o1	-6.7%	6.6	0.6	1.1%	3.0%	2.5%	2.4	2.1%	-4.0%	19.2
CC(C)c1ccc(/C=C2\SC(=S)N(CC(=O)NCCCN3CCOCC3)C2=O)cc1	-1.3%	24.9	0.3	-1.2%	3.9%	-3.9%	4.2	-6.9%	0.5%	2.3
O=C(Cc1c[nH]c2ccccc12)NCc1ccc(Cl)cc1Cl	-7.1%	-2.3	-5.5	8.4%	0.2%	14.3%	3.5	-29.1%	-1.3%[46.1 µM]	-5.7
COc1nc(NCCN2CCOCC2)nc(Nc2ccccc2)n1	9.4%	-3.3	6.4	1.2%	-2.0%	-0.6%	2.4	0.4%	2.4%	-9.4
C=CCn1c(SCc2ccc(OC)cc2)nnc1-c1cccnc1	3.5%	12.9	-1.8	12.9%	0.2%	0.8%	-0.9	-0.9%	6.8%	-18.9
CCCNC(=O)c1c(N)n(-c2ccc(S(N)(=O)=O)cc2)c2nc3ccccc3nc12	7.7%	12.8	-10.7	13.6%	0.4%	8.1%	0.4	-1.6%	-3.7%	4.5
C=CCn1c(CC#N)nnc1N1CCOCC1	7.7%	-0.9	-6.5	-10.5%	0.4%	-1.7%	12.6	0.1%	-4.7%	14.8
COC(=O)c1sc(NC(=S)NC(=O)c2cccc(C)c2)nc1C	-1.0%	-38.3	-0.9	6.2%	-2.2%	1.8%	-11.8	-4.2%	-15.9%[46.1 µM]	-11.4
N#Cc1c(Cl)nsc1NN	?	2.0	0.1	-15.4%	3.7%	0.6%	-7.7	-15.4%	7.6%	3.2
COc1ccc(N(CC(=O)Nc2ccccc2C(=O)N2CCCC2)S(=O)(=O)c2ccccc2)cc1	1.3%	-9.2	.	3.7%	3.5%	6.7%	7.6	5.1%	3.3%	-13.5
O=S(=O)(NCCc1csc(-c2cccnc2)n1)c1ccc(F)cc1	1.5%	-25.1	-0.5	-2.9%	-3.7%	13.2%	0.7	0.0%	1.4%	6.3
Fc1ccccc1-c1nc2ncccc2o1	11.4%	5.1	3.1	2.4%	8.1%	-15.6%	10.0	-3.6%	8.3%	-11.0
COc1ccc(CCNC(=O)C2CC(c3cccc([N+](=O)[O-])c3)=NO2)cc1 (stereo not drawn)	0.5%	-3.1	0.4	-1.4%	2.5%	0.2%	-1.9	6.8%	1.6%	4.1
COc1ccc(Cl)cc1NC(=S)NCCc1ccc(F)cc1	1.5%	-30.3	-1.5	6.6%	-4.0%	5.0%	-10.7	5.2%	1.0%	-8.3
Cc1cc2c(NC(=O)Nc3ccc(C(F)(F)F)cc3)cccc2nn1	-0.2%	0.2	-29.1	-2.0%	-2.8%	-1.6%	-8.0	0.6%	-6.9%	-2.3
COc1ccc(F)cc1S(=O)(=O)N1CCN(C(=O)c2ccco2)CC1	4.3%	-1.4	-1.2	0.0%	2.8%	-5.3%	1.0	0.8%	.	14.5
Next compounds
SMILES	Chronic BCR inh	hERG WT inh	FBPA coupling cs	A-T KAP1 phos	GALK inh	MLL CXXC-DNA inh	TSHR antag	Tb PFK inh	TCR activator	Giardia kill
CC(C)=CC(=O)OCC(=O)Nc1cc(C)cc(C)c1	8.2%	-27.1	-7.5	7.5%	5.2%	-5.7%	43.7	-3.8%	-1.8%	-14.9
Cc1ccc(C2CC(=O)C=C(NCc3ccccc3)C2)cc1 (stereo not drawn)	11.6%	0.8	2.0	-2.7%	10.0%	-7.6%	-8.6	-4.0%	3.5%	-7.7
CCC(C)c1c(O)nc(SCC(=O)N2CCCCC2)[nH]c1=O (stereo not drawn)	11.0%	-2.2	0.8	4.3%	2.3%	-13.4%	8.3	2.9%	-4.4%	-7.5
Cc1ccc(S(=O)(=O)N2CCCCC2CCNC(=O)C(=O)NCC2CCCO2)cc1 (stereo not drawn)	-4.0%	4.5	.	1.4%	.	.	0.3	-2.4%	2.5%	-12.4
Cn1cc2ccc([N+](=O)[O-])cc2n1	?	0.9	0.4	7.7%	-2.0%	-0.2%	-3.4	-14.5%	-0.6%	14.3
CC1Oc2ccccc2N(Cc2cccc(F)c2)C1=O (stereo not drawn)	-3.1%	-1.2	-1.6	-1.3%	.	1.0%	-8.2	0.9%	-7.1%	-15.5
Cc1ccc(NC(=O)Cn2cc(C(F)(F)F)cc(Cl)c2=O)cc1S(=O)(=O)N1CCCCC1	-1.1%	-9.0	.	0.3%	.	.	-11.5	1.7%	-3.2%	8.0
O=S(=O)(c1ccc(Br)s1)N1CCN(CCOc2ccccc2)CC1	-3.4%	-1.5	.	5.8%	.	.	-34.0	-10.0%	0.6%	-6.4
CS(=O)(=O)N(CC(=O)NC1CCCC1)Cc1ccc(Cl)cc1	11.8%	4.9	6.7	.	0.6%	-2.0%	-3.4	1.3%	0.2%	1.1
CC1(C)CC(=O)C(C(c2ccncc2)C2C(=O)CC(C)(C)CC2=O)C(=O)C1	3.2%	-3.1	1.0	4.7%	8.4%	2.6%	-5.7	2.5%	3.3%	7.9
Cc1ccc(CNC(=O)C(=O)NCC2OCCN2S(=O)(=O)c2ccc3c(c2)OCCO3)cc1 (stereo not drawn)	?	11.3	-1.2	5.2%	.	24.0%	-1.1	-6.9%	0.5%	18.5
O=c1c(Cc2ccccc2)c(O)c2cccc3c4c(n1c23)CCCC4	?	2.2	15.2	0.0%	.	-4.7%	-5.3	-1.0%	-2.2%	3.5
Cc1nc2ccccc2c2oc(C(=O)N3CCc4ccccc4C3)cc12	?	6.0	-1.3	1.0%	0.1%	-17.8%	-26.7	-0.3%	-4.9%	-8.3
Cc1ccc2c(c1)C1CN(C)CCC1N2C(=S)Nc1ccc(OC(F)F)cc1 (stereo not drawn)	9.1%	3.7	3.9	-2.4%	12.8%	14.2%	5.0	-0.2%	1.8%	-5.4
CCN(C(=O)CSc1nc2ccc([N+](=O)[O-])cc2s1)C1CCS(=O)(=O)C1 (stereo not drawn)	5.6%	5.3	-2.3	7.4%	-1.2%	-2.5%	-3.9	0.8%	-0.2%	20.7
CC(C)COc1ccc(C(=O)NNC(=O)c2ccc(=O)[nH]c2)cc1	4.5%	-5.5	.	-1.0%	.	.	-1.0	6.6%	-5.1%	-22.3
O=C(COc1ccc(S(=O)(=O)N2CCCC2)cc1)NCc1ccco1	13.2%	-14.2	1.7	1.8%	-1.5%	1.4%	8.3	-15.6%	-16.5%	0.1
COc1ccc(OC)c(CN2CCN(C(=O)c3ccc(S(=O)(=O)Nc4ccccc4F)cc3)CC2)c1	1.0%	4.3	.	-2.1%	.	.	-1.8	-2.5%	-1.7%	-16.3
CCCCN(C(=O)C1CC(=O)N(c2ccc(C)cc2)C1)c1c(N)n(CCC)c(=O)[nH]c1=O (stereo not drawn)	-4.7%	-1.8	.	-3.0%	.	.	10.8	1.9%	-1.6%	0.0
